Screening data: PubChem BioAssay, National Center for Advancing Translational Sciences (NCATS)
D1 ag: activates the human D1 dopamine receptor; 360,000 compounds, 1% hits; P21728; activation, % at 2 µM; HEK293 T-REx D1 cells, calcium flux, agonist mode; in the data active means activation above about 30%; further: 0% is about no effect
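Inducible HEK293 T-REx D1 cells, force-coupled to calcium signalling, were plated at 4000 cells/well with tetracycline and held overnight at 30 C. After no-wash calcium dye loading, compound-evoked calcium rise over 180 s flagged agonists.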
D1 PAM: potentiators of human D1 dopamine receptor; P21728; HEK293 TREx D1 cells, calcium flux, dopamine EC20 potentiation; potentiation, % at 10 µM; 360,000 compounds, 0.036% hits; AID 504651; in the data active means potentiation above about 30%; further: 0% is about no effect
D1 antag: human D1 dopamine receptor antagonism; P21728; 360,000 compounds, 3.2% hits; activity change, negative = inhibition, % at 10 µM; HEK293 TREx D1 cells, calcium flux, dopamine EC80; active compounds read low; in the data active means activity change below about -30%; further: on the % scale 0 is the no-effect control and ±100 the full control effect
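Compound effects on dopamine-evoked calcium signalling were measured in tetracycline-induced HEK293 Trex D1 cells. Dopamine at EC80 followed a 180 s compound pre-read, and fluorescence was tracked kinetically for 180 s more.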
D2 PAM: positively modulates the human D2 dopamine receptor allosterically; HEK293 T-REx D2, calcium flux, EC20 dopamine potentiation; AID 485347; 340,000 compounds, 0.34% hits; potentiation, % at 10 µM; P14416;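 active means potentiation over 3 SD above the plate norm, cut at about 30% in these data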; further: 0% is about no effect
Target sequence (P14416 whole entry, looked up): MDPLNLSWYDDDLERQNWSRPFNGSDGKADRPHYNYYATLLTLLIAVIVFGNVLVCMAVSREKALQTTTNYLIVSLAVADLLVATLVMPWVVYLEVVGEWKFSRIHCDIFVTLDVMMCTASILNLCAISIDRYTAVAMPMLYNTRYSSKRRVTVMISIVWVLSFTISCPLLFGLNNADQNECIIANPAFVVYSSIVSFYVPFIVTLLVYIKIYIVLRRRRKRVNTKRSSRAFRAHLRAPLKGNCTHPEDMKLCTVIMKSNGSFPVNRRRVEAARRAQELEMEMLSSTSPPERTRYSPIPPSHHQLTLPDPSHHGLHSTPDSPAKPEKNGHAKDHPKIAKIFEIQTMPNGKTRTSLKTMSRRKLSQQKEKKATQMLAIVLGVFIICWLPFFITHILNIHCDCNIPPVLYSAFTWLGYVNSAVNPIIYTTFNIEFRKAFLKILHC
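Tetracycline-induced Hek293 Trex D2 cells, force-coupled to calcium, loaded with no-wash calcium dye. Compound added with 180 s kinetic read for agonism, then EC20 dopamine and a further 180 s read for potentiation.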
Apoferritin bind: candidate novel general anesthetic via apoferritin binding | Potency, µM (series often up to 77.5 µM), inactives show at the top dose activity change, negative = displacement, most hits filed as inhibitors | AID 485281 | 350,000 compounds, 0.074% hits | apoferritin/1-aminoanthracene competitive binding, fluorescence | P02791; further: potency means the concentration at half of the fitted maximal effect; on the % scale 0 is the no-effect control and ±100 the full control effect; nearly all actives have a fitted effect of over 20% in size
Target sequence (P02791 2-175 limits assumed): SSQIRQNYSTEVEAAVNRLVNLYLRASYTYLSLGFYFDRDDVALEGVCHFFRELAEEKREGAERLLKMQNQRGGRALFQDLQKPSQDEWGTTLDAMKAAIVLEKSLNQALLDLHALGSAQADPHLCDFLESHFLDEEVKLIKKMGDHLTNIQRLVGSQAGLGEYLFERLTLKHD
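In PBS, apoferritin at 10 uM is loaded with 1-AMA from a 50% saturated solution. After 10 min of compound exposure at ambient temperature, reduced 535 nm fluorescence indicates probe displacement.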
TRHR agonist: activates the human TRH receptor; activation, % at 2 µM; 360,000 compounds, 0.18% hits; TRHR cells, calcium flux fluo-8, FDSS agonist mode; P34981; in the data active means activation above about 30%; further: 0% is about no effect
Target sequence (P34981 whole entry, looked up): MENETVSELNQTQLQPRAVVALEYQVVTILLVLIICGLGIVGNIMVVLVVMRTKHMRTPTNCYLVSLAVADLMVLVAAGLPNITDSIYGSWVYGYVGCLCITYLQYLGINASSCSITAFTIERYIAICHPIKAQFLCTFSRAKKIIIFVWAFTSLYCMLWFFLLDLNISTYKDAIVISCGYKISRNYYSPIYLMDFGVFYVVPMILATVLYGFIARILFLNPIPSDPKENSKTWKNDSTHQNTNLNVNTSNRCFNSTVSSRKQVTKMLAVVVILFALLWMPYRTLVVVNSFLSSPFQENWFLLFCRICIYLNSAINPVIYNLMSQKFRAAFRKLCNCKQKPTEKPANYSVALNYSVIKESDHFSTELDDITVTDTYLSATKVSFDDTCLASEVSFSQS
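Fluo-8-loaded TRHR cells; 10 s baseline, compound added, kinetic Ca2+ fluorescence read 1/s, agonist mode.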
RXFP1 agonist: agonists of human relaxin receptor RXFP1; Q9HBX9; HEK293T-RXFP1 cAMP TR-FRET, 30 min; response scale: percent of porcine relaxin response, buffer zero; Potency, µM (titrated, usually from 57.5 µM), for inactives: at the highest dose activation, most hits filed as activators; 370,000 compounds, 0.3% hits; AID 2676; further: potency means the concentration at half of the fitted maximal effect; on the % scale 0 is the no-effect control and ±100 the full control effect; nearly all actives have a fitted effect of over 60% in size; many of its hits are not listed in these tables
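Agonist response is measured as cAMP accumulation in an RXFP1-transfected HEK293T line under PDE4 inhibition. Values are scaled between buffer-only and 29 nM porcine relaxin, and EC50s come from standard Hill equation fits.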
RXFP1 antagonist: blocks the human relaxin receptor RXFP1; Q9HBX9; HEK293-RXFP1, relaxin-stimulated cAMP HTRF, 30 min; active compounds read low; activity change, negative = inhibition, % at 57.5 µM; 350,000 compounds, 0.59% hits;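 active means activity change of -60% or lower, but not beyond a set lower limit; inconclusive means change between -60% and -40%, or beyond the set limit; inactive means change above -40%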; further: on the % scale 0 is the no-effect control and ±100 the full control effect
TRHR PAM: allosterically enhances the human TRH receptor; P34981; TRHR cells, fluo-8 calcium fluorescence, EC20 TRH enhancement; enhancement, % at 2 µM; 360,000 compounds, 0.66% hits; in the data active means enhancement above about 30%; further: 0% is about no effect
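TRHR-expressing cells loaded with fluo-8 calcium dye were read kinetically (ex 480/em 530) during compound addition, then stimulated with an EC20 of TRH (10 nM final). Enhancement of the Gq-mediated intracellular calcium response was scored.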
An asterisk follows results filed as active; ? = inconclusive; / = not tested or not shown; & = joins results of further samples; [ ] = another dose, or the depositor's remark. Unless noted, the call rests on the fitted dose curve; in most records, active means well fitted curve in the direction sought with a large enough effect; inconclusive means small, poorly fitted or top-dose-only effect, or another doubt; inactive means no such curve, though single readings can be large; an effect the other way counts as inactive or inconclusive. The list is partial; count on the stated rates, not on these rows.

SMILES	D1 ag	D1 PAM	D1 antag	D2 PAM	Apoferritin bind	TRHR agonist	RXFP1 agonist	RXFP1 antagonist	TRHR PAM
Cc1ccc(C)c(NC(=O)CN2C(=O)CSc3nc(C)cc(C)c32)c1	0	-2	-2	-1	-2%	0.6	-0.6%	/	-4
C[C@]12CCC(=O)C[C@@H]1CC[C@@H]1[C@@H]2CC[C@]2(C)[C@@H](C(=O)COC(=O)CCC(=O)O)CC[C@@H]12	1&3	-1&-6	4&15	0&-12	3%&3%	0.0&0.5	0.2%&2.3%	-8&7	1&-4
Cc1cccc(NC(=O)NC(=O)c2ccccc2)n1	2	-5	5	4	-6%	0.1	-1.6%	-6	-2
CCOc1ccc(NC(=O)CCn2c(-c3ccc(F)cc3)cc(C(C)=O)c2C)cc1	13	-3	-10	-5	-4%	1.0	0.4%	-22	4
COC(=O)CCc1ccc(O)cc1	2	2	0	14	-21%	-0.1	0.3%	/	-4
O=C(NCCN1CCOCC1)c1ccc(NS(=O)(=O)c2ccccc2)cc1	1	5	2	16	-14%	0.6	0.3%	-3	-4
COC(=O)c1ccc(S(=O)(=O)N2CCN(C)CC2)n1C	0	2	-21	5	-9%	0.1	-3.4%	-2	-1
O=C(CC(c1cccs1)S(=O)(=O)c1ccccc1)c1ccc(F)cc1 (centres undefined)	1	-6	0	-4	-6%	-1.1	-0.4%	5	-3
CC1(C)CC(=O)c2c(O)cc(OCC(=O)Nc3ccc(S(N)(=O)=O)cc3)cc2O1	1	-3	-20	19	-20%	-0.1	2.2%	/	-5
O=C(CCCn1c(SCC(=O)NCC2CCCO2)nc2ccccc2c1=O)NCC1CCCO1 (centres undefined)	3	2	-7	/	-5%	-0.5	5.4%	28	1
O=C(NCC(=O)N1CCN(C(=O)c2ccco2)CC1)c1ccccc1	2	2	18	7	1%	0.2	-0.4%	-2	4
CCOc1ccc(-n2c(SCc3ccc(C(=O)OC)o3)nc3c([nH]c4ccccc43)c2=O)cc1	0	-2	5	-9	-11%	0.7	3.6%	/	4
COc1cc(NC(=O)c2cc3c(s2)-c2ccccc2OC3)cc(OC)c1OC	0	-8	-21	-14	40%[activator]	0.2	5.4%	-34	9
COc1ccc(C(=O)/C=C/c2ccc(N3CCCCC3)c([N+](=O)[O-])c2)c(OC)c1	1	2	-9	9	-13%	0.2	-0.6%	-10	1
CCn1c(SCC(=O)Nc2cc(Cl)ccc2OC)nnc1C1CC1	1	/	2	-7	-7%	-2.0	-2.1%	-6	8
Cc1ccc2c(CC(=O)NCC3(N4CCOCC4)CCCCC3)coc2c1C	3	-1	18	5	/	-0.3	0.4%	-7	5
Cc1ccc(N2C(=O)[C@@H]3[C@H](C2=O)[C@H]2C=CC=NN2[C@@H]3C(=O)Nc2ccc(Cl)cc2)cc1	0	8	-14	-4	-24%	0.7	0.6%	-5	16
CN(C)S(=O)(=O)c1ccc(NC(=O)CN2CCC(Cc3ccccc3)CC2)cc1	6	-12	-10	-6	-1%	0.2	1.2%	1	-1
C(#Cc1ccc2c(c1)COc1c3ccccc3nn1-2)c1ccccc1	8	-1	-15	-3	/	1.2	19%	/	-1
COc1ccc(NC(=O)CSc2nc(-c3ccccc3)c3ccccc3n2)cc1	1	3	-3	7	-4%	0.9	1.7%	-2	2
OC(COc1ccc(Br)cc1)CN1CCN(c2ccccc2)CC1 (centres undefined)	12	-6	-46*	-18	-10%	1.1	0.2%	-2	-2
N/C(=N\OS(=O)(=O)c1ccc2ccccc2c1)c1ccncc1	2	1	3	10	-12%	0.5	3.2%	0	2
O=C(C1CCCO1)N1CCN(C(=S)Nc2ccccc2C(F)(F)F)CC1 (centres undefined)	0	-2	13	-2	2%	0.3	-1.8%	-1	-7
CC(=O)Nc1ccc(S(=O)(=O)N(C)S(=O)(=O)c2ccc(F)cc2)cc1	3	-4	8	-2	-15%	-0.6	-0.4%	-5	2
O=C(O)CCC(NC(=O)OCc1ccccc1)C(=O)O (centres undefined)	1	-2	18	2	-7%	-0.5	2.0%	15	1
CCOC(=O)CC(NS(=O)(=O)c1ccc2[nH]c3c(c2c1)CCCC3)c1ccccc1Cl (centres undefined)	0	-6	12	10	0%	0.5	-3.0%	-21	1
CCC(C(=O)NCc1cccnc1)n1nc(C)c2sc3ccccc3c2c1=O (centres undefined)	0	0	-6	-3	-16%	-0.1	11%	-1	-1
CN(c1ccccc1)S(=O)(=O)c1ccc(NC(=O)C2CCCCC2C(=O)O)cc1 (centres undefined)	1	0	-2	27	-12%	0.6	0.5%	0	10
O=C(O)Cc1ccc(Oc2ncc(C(F)(F)F)cc2Cl)cc1	2	-2	3	0	?	0.1	0.2%	6	0
Cc1ccc2cc3c(NC(=O)c4cccnc4)nn(C)c3nc2c1	3	-2	3	1	-3%	-0.9	-0.6%	-13	-5
Cc1nn(CC(=O)N2CCN(c3ccccc3)CC2)c(=O)c2ccccc12	0	2	-2	5	-15%	-0.3	1.5%	6	1
C=CCN1C(=NC(=O)CCCC(=O)O)SC2CS(=O)(=O)CC21 (centres undefined)	2	-5	15	12	-5%	-0.1	1.9%	-12	1
CC(OC(=O)c1cc[n+]([O-])cc1)C(=O)Nc1ccc(Cl)cn1 (centres undefined)	1	-4	8	-9	-9%	0.7	0.2%	-2	3
CCCc1cc(=O)oc2cc(C)cc(OCC(=O)Nc3ccccn3)c12	4	-3	-1	2	-10%	-0.5	2.2%	20	-4
CS(=O)(=O)c1ccccc1-c1nnc(-c2ccc(Cl)cc2)o1	0	-4	-21	-2	-13%	-1.2	5.0%	-25	20
COc1ccc(C2C3=C(CC(C)(C)CC3=O)Oc3ncn(CC(C)C)c(=N)c32)cc1 (centres undefined)	7	-3	24	-3	?	-0.5	2.8%	-17	-6
O=C(NCC1CCCO1)c1ccccc1-c1nc(-c2ccccc2F)no1 (centres undefined)	3	4	29	7	2%	-0.3	0.9%	3	1
Cc1ccc(Cl)cc1N1CCN(C(=O)c2ccc(NC3=NC4CS(=O)(=O)CC4S3)cc2)CC1 (centres undefined)	4	-5	-44*	-3	-7%	0.5	-0.6%	-13	-3
CC(=O)CC(=O)Nc1ccccc1NC(C)=O	3	-6	-9	-5	1%	0.6	0.8%	4	1
CC(C)(C)CN1CCC(Oc2cccc(C(=O)N3CCC[C@H]3CO)c2)CC1	2	-6	-2	19	-12%	0.2	1.9%	10	3
CC1=C(C(=O)OCC2CCCO2)C(c2ccncc2)C2=C(CCCC2=O)N1 (centres undefined)	2	-4	5	-2	97%[activator]	0.2	1.3%	/	0
Cc1cc(C(F)(F)F)n(-c2nc(C(=O)Nc3ccccc3Oc3ccccc3)cs2)n1	1	2	1	7	-8%	-0.2	-0.1%	/	-1
COC(=O)c1ccc(/C=C/C(=O)O)cc1	3	-1	-4	-10	0%	0.3	2.8%	5	3
CCNC(=O)CSc1nc2sccc2c(=O)n1-c1ccccc1	1	0	-10	15	8%	-0.5	0.0%	-5	12
NC(=O)C(c1ccccc1)C1CCCCC1 (centres undefined)	3	-3	-15	-5	-24%	0.6	-1.4%	2	-1
CCc1n(CC(O)COCc2ccccc2)c2ccccc2[n+]1C (centres undefined)	4	1	5	-1	-4%	0.4	5.6%	2	8
Cc1cccc(C(=O)N2CCN(C(=O)c3cccc(C)c3)C(C)C2)c1 (centres undefined)	0	-3	-3	/	-1%	0.1	2.1%	-3	2
CN(CC(=O)Nc1ccccc1Cl)C(=O)C1CCN(S(=O)(=O)c2ccc3c(c2)OCCO3)CC1	3	-8	1	-1	/	-0.4	0.5%	-3	1
CN(C)N1C(N)=C(C#N)C(c2ccc3c(c2)OCO3)C2=C1CCCC2=O (centres undefined)	4	1	-11	-9	-2%	-0.6	-0.5%	-19	-4
O=C(COn1nnc2ccc(Cl)cc21)Nc1ccc(F)cc1	1	-9	23	1	-8%	0.3	1.5%	-5	-8
Clc1ccc(COc2ccccc2-c2ccnc3ncnn23)cc1	4	-2	6	12	-9%	-0.7	2.2%	-4	0

In another format: results already given.
mol,D1 ag,D1 PAM,D1 antag,D2 PAM,Apoferritin bind,TRHR agonist,RXFP1 agonist,RXFP1 antagonist,TRHR PAM
Cc1ccc(Cl)cc1N1CCN(C(=O)c2ccc(NC3=NC4CS(=O)(=O)CC4S3)cc2)CC1 (centres undefined),4,-5,-44*,-3,-7%,0.5,-0.6%,-13,-3
CC(=O)CC(=O)Nc1ccccc1NC(C)=O,3,-6,-9,-5,1%,0.6,0.8%,4,1
CC(C)(C)CN1CCC(Oc2cccc(C(=O)N3CCC[C@H]3CO)c2)CC1,2,-6,-2,19,-12%,0.2,1.9%,10,3
CC1=C(C(=O)OCC2CCCO2)C(c2ccncc2)C2=C(CCCC2=O)N1 (centres undefined),2,-4,5,-2,97%[activator],0.2,1.3%,/,0
Cc1cc(C(F)(F)F)n(-c2nc(C(=O)Nc3ccccc3Oc3ccccc3)cs2)n1,1,2,1,7,-8%,-0.2,-0.1%,/,-1
COC(=O)c1ccc(/C=C/C(=O)O)cc1,3,-1,-4,-10,0%,0.3,2.8%,5,3
CCNC(=O)CSc1nc2sccc2c(=O)n1-c1ccccc1,1,0,-10,15,8%,-0.5,0.0%,-5,12
NC(=O)C(c1ccccc1)C1CCCCC1 (centres undefined),3,-3,-15,-5,-24%,0.6,-1.4%,2,-1
CCc1n(CC(O)COCc2ccccc2)c2ccccc2[n+]1C (centres undefined),4,1,5,-1,-4%,0.4,5.6%,2,8
Cc1cccc(C(=O)N2CCN(C(=O)c3cccc(C)c3)C(C)C2)c1 (centres undefined),0,-3,-3,/,-1%,0.1,2.1%,-3,2
CN(CC(=O)Nc1ccccc1Cl)C(=O)C1CCN(S(=O)(=O)c2ccc3c(c2)OCCO3)CC1,3,-8,1,-1,/,-0.4,0.5%,-3,1
